Screening data (PubChem)
ERAP1 inh – inhibitors of human ERAP1 aminopeptidase; 340,000 tested, 0.15% active; AID 652197; recombinant ERAP1, Leu-AMC fluorescence, 60 min; Q9NZ08; inhibition, % at 10.7 µM;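 active means mean replicate inhibition of at least 30%, or all replicates individually reaching that 30% level; inactive means mean below 30% and not every replicate reaching it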;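 further: 0% = neutral control wells and 100% = L-leucinethiol positive control wells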
esBAF inh – SWI/SNF esBAF complex inhibition; mouse ES cells, Bmi1-luciferase knock-in reporter, 24 h; 100% = twice the neutral-well signal; 350,000 tested, 2% active; AID 602393; reporter increase, % at 12.5 µM; in the data active means activation above about 40%;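 further: 0% = median of the plate's neutral control wells and 100% = double that signal; a rise in the Bmi1 reporter signal indicates esBAF inhibition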
CFTR F508del cor – CFTR F508del correction in bronchial cells | activity (quench increase), % at 7.58 µM | CFBE cells, YFP halide quenching; stimulated with forskolin plus potentiator P3; % fluorescence drop versus neutral controls | AID 720511 | 350,000 tested, 0.36% active;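 active means mean added fluorescence quench of at least 8% versus neutral control, with both replicates also reaching 8%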;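 further: cells transiently co-express mutant CFTR-F508del with the halide-sensitive YFP; corrector assay measuring rescue of mutant channel to the surface after 24 h compound exposure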
ARNT-TACC3 inh – disrupts binding between human ARNT and TACC3; AlphaScreen His-ARNT PAS-B/GST-TACC3 binding, luminescence; TACC3 fragment carries E629A point mutation; 390,000 tested, 0.66% active; inhibition, % at 9.99 µM; Q9Y6A5;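 active means mean inhibition of replicates at least 50% and at least half of replicates each reaching 50%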;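 further: 0% = complete ARNT plus TACC3 wells and 100% = ARNT alone without TACC3; many hits fall short of the cut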
GSIS activator – GLuc luminescence reporter in INS-1E cells, primary screen for activators of glucose-dependent secretion of insulin | 370,000 tested, 0.61% active | INS-1E GLuc reporter insulin secretion, 2-3 h | activation, % at 16.6 µM | AID 743287;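 active means lowest replicate activation of at least 40%, so every replicate reaches that level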;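 further: 0% = median of neutral control wells and 100% = median of IBMX positive control wells; some compounds called inactive have numbers as strong as hits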
Xi reactivation – reactivates the inactive X chromosome in mouse fibroblasts; XiGFP mouse fibroblasts, % GFP-positive cells imaging, 3 d; cells co-treated with 5-aza-dC sensitizer; scaled so ellipticine positive control = 100%; activation, % at 7.58 µM; 360,000 tested, 0.055% active;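 active means mean normalized replicate activation at least 10% and every replicate at or above 10%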;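 further: 0% = median of on-plate neutral control wells and 100% = ellipticine 6 µM median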
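Assay system: SV40-immortalized XiGFP fibroblast cells, line 68-5-11; buffer or medium: DMEM plus 5-aza-dC sensitizer; compound: one concentration, pinned; timing: compounds 3 days, fix/stain 15 min at room temperature; benchmarks: positive control ellipticine, 6 µM final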
RAD52 anneal inh – blocks human RAD52 DNA annealing; P43351; recombinant RAD52 DNA annealing, FRET fluorescence; inhibition, % at 18.7 µM; 360,000 tested, 0.46% active; AID 651710;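 active means every replicate showing at least 50% inhibition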
Target sequence (P43351 whole entry, looked up): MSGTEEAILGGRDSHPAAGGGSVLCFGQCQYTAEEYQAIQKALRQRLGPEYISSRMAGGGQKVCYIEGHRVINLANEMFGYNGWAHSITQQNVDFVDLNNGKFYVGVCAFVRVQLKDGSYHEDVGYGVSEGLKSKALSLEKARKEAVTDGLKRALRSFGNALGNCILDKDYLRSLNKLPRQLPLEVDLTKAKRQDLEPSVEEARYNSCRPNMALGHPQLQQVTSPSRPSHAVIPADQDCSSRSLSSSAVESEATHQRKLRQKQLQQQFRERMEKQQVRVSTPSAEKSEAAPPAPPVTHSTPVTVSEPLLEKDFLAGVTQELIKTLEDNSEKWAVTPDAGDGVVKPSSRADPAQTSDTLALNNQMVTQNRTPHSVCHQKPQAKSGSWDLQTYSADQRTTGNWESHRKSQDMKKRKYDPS
RAD54 inh – RAD54 (human) branch migration inhibition; RAD54 Holliday junction branch migration, FAM/BHQ fluorescence; inhibition, % at 10.4 µM; 360,000 tested, 0.14% active; AID 602329;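 active means mean normalized replicate activity at least 40 and at least half of replicates scoring 40 or more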;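 further: 0% = median of neutral control wells and 100% = median of positive control wells; inhibitors cause a drop in the FAM fluorescence signal; in these data hits start at about 50%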
Starred values were filed as active, the others as inactive; nt = no result given; & = joins results of further samples.

SMILES | ERAP1 inh | esBAF inh | CFTR F508del cor | ARNT-TACC3 inh | GSIS activator | Xi reactivation | RAD52 anneal inh | RAD54 inh
Cc1ccc(S(=O)(=O)N(CC(O)CN2CCOCC2)c2cc(Cl)ccc2Cl)cc1 (stereo unspecified) | nt | -7 | nt | -5 | -4 | nt | nt | 1
O=C(CS(=O)(=O)Cc1ccccc1)Nc1ccc(Br)cc1F | 6 | -1 | 1.5 | -5 | -7 | 0.0 | -8 | 6
O=C(CCc1nnc(C2CCCCC2)o1)N1CCN(C2CCCCC2)CC1 | 10 | nt | -3.0 | -39 | -9 | 0.0 | -15 | nt
C=CC[C@H](CC(=O)N(CCO)Cc1ccccc1)C(=O)N[C@@H](COC(=O)[C@@H](CC=C)Cc1ccc(F)cc1)Cc1ccccc1 | nt | -1 | 1.0 | -1 | -9 | -0.1 | -15 | 5
O=C(/C=C/c1cccc([N+](=O)[O-])c1)N1CCN(S(=O)(=O)c2cccs2)CC1 | 14 | nt | -0.5 | -4 | 5 | 0.0 | -7 | nt
C[C@H](CO)N1C[C@H](C)[C@@H](CN(C)C(=O)Nc2ccccc2)Oc2ccc(NC(=O)Nc3ccc(F)cc3)cc2CC1=O | -1 | 2 | 0.3 | 2 | -4 | -1.1 | -20 | -6
C[C@@H]1CN([C@@H](C)CO)C(=O)c2cccc(NC(=O)Nc3ccc4c(c3)OCO4)c2O[C@H]1CN(C)CC1CC1 | 0 | 20 | 2.0 | 5 | 8 | 0.3 | 6 | -2
Cc1noc(C)c1S(=O)(=O)N(C)C[C@H]1Oc2ccc(NC(=O)CCC(F)(F)F)cc2CC(=O)N([C@@H](C)CO)C[C@H]1C | -1 | 1 | -1.9 | -7 | 5 | -0.6 | -4 | -9
CN(C)C(=O)[C@@H]1[C@@H](CO)[C@@H]2Cn3c(ccc(C4=CCCCC4)c3=O)[C@@H]2N1Cc1ccccn1 | 4 | -2 | nt | 0 | 9 | -0.1 | -34 | 3
C/C=C/C(=O)Nc1cccc(C2=NOC3(C2)C[C@@H](C(N)=O)N(C(=O)c2cc([N+](=O)[O-])cc([N+](=O)[O-])c2)C3)c1 (stereo partly specified) | nt | -4 | -2.4 | 2 | 1 | 0.0 | -6 | 1
COc1ccc(S(=O)(=O)Nc2ccc3c(c2)C(=O)N([C@H](C)CO)C[C@@H](C)[C@H](CN(C)C(=O)Cc2ccccc2)OCCCC[C@@H](C)O3)cc1 | -3 | 11 | -0.2 | 21 | -17 | -0.4 | -2 | -7
COc1ccc(NC(=O)Nc2ccc3c(c2)[C@@H]2C[C@H](CC(=O)N4CCN(C)CC4)O[C@H](CO)[C@@H]2O3)cc1 | 0 | -5 | 2.6 | 4 | 0 | 0.1 | 4 | 6
CC(C)(C)c1ccc(OCCC(=O)OCC(=O)N2c3ccccc3NC(=O)C2(C)C)cc1 | -1 | 1 | -2.3 | -1 | -55 | 0.0 | -12 | 1
Cc1cc(C(=O)O)ccc1-c1ccc(/C=C2\NC(=O)N(Cc3ccc(F)cc3)C2=O)o1 | 1 | nt | 1.1 | -16 | -3 | 0.1 | -108 | nt
COCCNC(=O)CCC1CCN(C/C=C/c2ccccc2OC)CC1 | -1 | 2 | 2.4 | -4 | nt | 0.0 | -17 | -1
Nc1ccccc1C#Cc1ccccc1 | -4 | 69* | 1.4 | -8 | -2 | 0.1 | -3 | -3
COc1ccc(CNC(=O)c2cc3c(=O)n4ccccc4nc3n(Cc3cccnc3)c2=N)cc1 | nt | 6&-41 | nt | 16&-6 | 7 | nt | nt | -23&3
C=C(C)c1cccc(C(C)(C)NC(=O)NC(c2ccccc2)c2ccc(OC)cc2)c1 (stereo unspecified) | 0 | nt | nt | 1 | nt | 0.0 | -1 | nt
NS(=O)(=O)c1ccc(NCc2cnc3ccccc3c2)cc1 | -5 | -1 | -2.3 | nt | 13 | 0.0 | 1 | -4
COCC1CCN(C(=O)c2ccc3oc(C(C)C)nc3c2)C1 (stereo unspecified) | -2 | 18 | 4.8 | nt | nt | 0.2 | -12 | -3
COc1ccc(Cc2c(-c3ccc(C#N)cc3)nc3c4ccccc4ccn23)c(C)c1 | 1 | nt | 0.4 | nt | -1 | -0.1 | -47 | nt
CCOP(=O)(c1ccccc1)C(O)c1ccc(F)cc1 (stereo unspecified) | -9 | nt | nt | -5 | 28 | 0.1 | -3 | nt
O=C1C2C3C=CC(C3)C2C(=O)N1Nc1c(Cl)cc(Cl)cc1Cl (stereo unspecified) | 4 | nt | -1.6 | 2 | 0 | 0.0 | -4 | nt
Fc1ccc(-c2n[nH]c(=S)n2-c2ccc3c(c2)OCCO3)cc1 | 5 | nt | 1.8 | 4 | -14 | 0.1 | -5 | nt
CC[C@]1(O)CC2CN(CCc3c([nH]c4ccccc34)[C@@](C(=O)OC)(c3cc4c(cc3OC)N(C=O)[C@H]3[C@@](O)(C(=O)OC)[C@H](OC(C)=O)[C@]5(CC)C=CCN6CC[C@]43[C@@H]65)C2)C1 (stereo partly specified) | -18 | -15 | -4.6 | 53* | nt | 0.4 | -6 | 6
COc1ccc(-c2cc3c(c(-c4ccc(Oc5ccccc5)cc4)n2)[Si](C(C)C)(C(C)C)OC3)cn1 | 4 | nt | -1.1 | 3 | nt | nt | -75 | -5
COc1ccc(-c2csc(NC(=O)c3c(C)noc3C)n2)cc1 | 0 | 48* | 1.0 | 9 | -11 | 0.5 | -47 | 6
COC(=O)c1ccc(COC(=O)CNS(=O)(=O)c2ccccc2)cc1 | -2 | -1 | -2.2 | -2 | -56 | 0.2 | 0 | 4
O=C(CCl)NNc1cccc(Cl)n1 | nt | -6 | nt | -13 | 3 | nt | nt | -15
CSc1ccccc1OCc1cc(C(=O)N2CCN(C3CCCC3)C(=O)C2)no1 | 4 | nt | 1.7 | 12 | -11 | 0.0 | -15 | -5
CCNC(=O)Nc1ccc2c(c1)C(=O)N(C)[C@H]1CC[C@@H](CC(=O)NCCOC)O[C@H]1CO2 | -4 | -2 | 0.6 | -9 | 4 | 0.2 | -1 | 4
CC1CCN(C(=O)Cn2c3ccccc3c3nc4n(c(=O)c32)CCCS4)CC1 | -1 | 16 | -2.8 | 10 | 3 | 0.2 | -4 | -5
Cc1ccc(S(=O)(=O)N2CCN(C(=O)c3cc(C4CC4)nn3-c3ccccc3)CC2)cc1 | 2 | 4 | -0.1 | nt | 1 | -0.1 | -10 | -5
COC(=O)c1ccc(N/C(=N/S(=O)(=O)c2ccccc2)c2ccccc2)cc1 | 1 | nt | nt | nt | 4 | 0.0 | 5 | nt
CC(=O)C1=NOC2C(=O)N(c3ccccc3)C(=O)C12 (stereo unspecified) | 1 | 2 | 0.0 | 12 | 14 | -0.1 | -16 | 7
COc1ccc(Br)cc1/C=C(\C(=O)O)c1ccc(S(=O)(=O)N2CCCCC2)s1 | 10 | -8 | 1.1 | 15 | 3 | 0.2 | -13 | 6
O=C(NCc1ccco1)c1ccc2c(c1)S(=O)(=O)c1ccccc1C2=O | -2 | 2 | 5.0 | 1 | -17 | 0.1 | -12 | -7
O=C(CSc1nnc(-c2n[nH]c3ccccc23)n1-c1ccccc1)Nc1cccc(Cl)c1 | nt | -7 | nt | -17 | 0 | -0.1 | nt | nt
O=C(NCc1ccc2c(c1)OCO2)c1ccccc1 | 3 | nt | 1.5 | 3 | 14 | 0.0 | -7 | nt
O=C1N[C@@H](Cc2ccccc2)C(=O)N2[C@@H]1C[C@@H](C(=O)NCc1ccc(F)cc1)[C@H]2c1ccc(O)cc1 | 0 | nt | 1.7 | -13 | nt | nt | -5 | -6

A stretch of the results above, as a working copy:
SMILES | ERAP1 inh | esBAF inh | CFTR F508del cor | ARNT-TACC3 inh | GSIS activator | Xi reactivation | RAD52 anneal inh | RAD54 inh
O=C(CSc1nnc(-c2n[nH]c3ccccc23)n1-c1ccccc1)Nc1cccc(Cl)c1 | nt | -7 | nt | -17 | 0 | -0.1 | nt | nt
O=C(NCc1ccc2c(c1)OCO2)c1ccccc1 | 3 | nt | 1.5 | 3 | 14 | 0.0 | -7 | nt
O=C1N[C@@H](Cc2ccccc2)C(=O)N2[C@@H]1C[C@@H](C(=O)NCc1ccc(F)cc1)[C@H]2c1ccc(O)cc1 | 0 | nt | 1.7 | -13 | nt | nt | -5 | -6

Later entries
SMILES | ERAP1 inh | esBAF inh | CFTR F508del cor | ARNT-TACC3 inh | GSIS activator | Xi reactivation | RAD52 anneal inh | RAD54 inh
COCCNC(=O)C1(C)CCCN(C(=O)c2ccc(F)c(Cl)c2)C1 (stereo unspecified) | 9 | 6 | -1.5 | nt | 2 | 0.1 | -12 | -8
Cc1cc(C)nc(SCc2ccc(C(=O)N/N=C/c3ccco3)cc2)n1 | -1 | nt | 0.3 | 6 | 48 | 0.1 | -25 | nt
COc1ccc(S(=O)(=O)Nc2ccc3c(c2)C(=O)N([C@H](C)CO)C[C@H](C)[C@H](CN(C)Cc2ccc(Oc4ccccc4)cc2)O3)cc1 | -1 | 0 | 4.5 | 4 | 2 | 0.0 | 35 | -2
COCC(=O)N(C)C[C@@H]1Oc2ncc(C#Cc3cccnc3)cc2C(=O)N([C@H](C)CO)C[C@H]1C | 0 | -2 | 2.5 | 29 | 4 | -0.8 | 0 | 7
CCCn1nc(C(=O)Nc2ccc3c(c2)OCO3)c2ccccc2c1=O | -4 | 8 | 2.1 | 21 | 31 | 0.0 | -4 | -2
O=C(Nc1cccc(Cl)c1)O/N=C\c1ccncc1 | -3 | 4 | -1.8 | -1 | -14 | nt | -1 | -7
CS(=O)(=O)c1ccc2nc(NC(=O)C3CCCO3)sc2c1 (stereo unspecified) | 3 | nt | -0.4 | -3 | -4 | -0.2 | -25 | nt
CC1CCN(CCCn2c(=S)[nH]c3c(sc4ccccc43)c2=O)CC1 | 0 | 21 | 1.6 | 1 | 14 | 0.1 | 2 | 9
COc1ccc(S(=O)(=O)N(C)C[C@@H]2Oc3ccc(NS(=O)(=O)c4c(C)noc4C)cc3CC(=O)N([C@H](C)CO)C[C@@H]2C)cc1 | -1 | -1 | 0.0 | 2 | -3 | 0.1 | 0 | -2
O=C(COC(=O)c1cc(=O)[nH]c2ccccc12)Nc1nccs1 | -2 | -4 | 2.5 | -3 | -1 | 0.0 | -26 | 11
CN1CCN(C(=O)C[C@@H]2C=C[C@@H](NC(=O)c3ccc4c(c3)OCO4)[C@@H](CO)O2)CC1 | 0 | 3 | 1.0 | 23 | -1 | 0.4 | 1 | -3
NC(=O)c1ccc(NC(=O)COC(=O)CCSc2ccccc2)cc1 | 4 | -5 | -4.1 | -10 | 1 | 0.1 | -18 | -2
Cc1ccc(C(C)C)c(OCc2n[nH]c(=S)o2)c1 | 8 | -4 | nt | nt | -5 | -0.1 | -8 | -7
Cc1noc(C)c1COc1ccccc1C(=O)N(C)CC(=O)Nc1cccc(F)c1 | -1 | 1 | -0.3 | -1 | 17 | -0.1 | -10 | -13
Cc1ccc(C)c(N2CCN(C(=O)C3CCCN(S(=O)(=O)c4c(C)noc4C)C3)CC2)c1 (stereo unspecified) | -2 | -13 | 2.4 | 2 | -12 | 0.1 | -6 | 2
O=C(O)c1cccc(-n2cccc2/C=C2/NC(=O)N(c3ccc(Cl)cc3)C2=O)c1 | -2 | nt | -2.5 | 13 | 4 | 0.0 | -52 | nt
C[C@@H]1CN([C@H](C)CO)C(=O)c2cc(-c3ccc(C(=O)N(C)C)cc3)cnc2O[C@H]1CN(C)C(=O)c1cccnc1 | -1 | -1 | -2.3 | -9 | 29 | 0.4 | 3 | 4
CC(C)(C)c1ccc(CC(=O)N2CCC2(C)C(=O)Nc2cnc3ccccc3c2)cc1 (stereo unspecified) | -4 | 7 | -1.6 | nt | -52 | -0.2 | -13 | 2

Random draw from the library, and some 3.3% of all compounds hit somewhere here.
